RGS4 inh: blocks human RGS4-accelerated GTP hydrolysis; P49798; Transcreener GDP fluorescence polarization, RGS4-accelerated GTP hydrolysis; Potency, µM (series often up to 114 µM), inactives show at the highest dose activity change, negative = inhibition, actives largely listed as inhibitors; actives 0.039% (n = 390,000); AID 504845; further: potency means the concentration at half of the fitted maximal effect; on the % scale 0 is the no-effect control and ±100 the full control effect; nearly all actives have a fitted effect of over 75% in size; some results filed as inactive show a strong effect at the top dose
Target sequence (P49798 whole entry, looked up): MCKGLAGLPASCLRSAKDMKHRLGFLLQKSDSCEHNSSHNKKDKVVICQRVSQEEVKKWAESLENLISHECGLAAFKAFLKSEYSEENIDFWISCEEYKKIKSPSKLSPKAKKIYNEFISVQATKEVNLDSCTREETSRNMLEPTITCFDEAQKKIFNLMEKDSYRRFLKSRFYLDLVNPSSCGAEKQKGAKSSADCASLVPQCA
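MLSMR compounds (23 nl, pin-transferred) preincubated 10 min at room temperature with a 500nM (2x) first reagent, then RGS4 at 900nM (2x) plus Transcreener GDP mix added; fluorescence polarization (620/688 nm) read before and after 90 min at 30 °C.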
BAZ2B inh: blocks human BAZ2B; Q9UIF8; AlphaScreen BAZ2B-H3K14Ac peptide displacement; Potency, µM (series often up to 114 µM), for the others: at the top dose activity change, negative = inhibition, most hits filed as inhibitors; actives 4.4% (n = 360,000); AID 504333; further: potency means the concentration at half of the fitted maximal effect; on the % scale 0 is the no-effect control and ±100 the full control effect; nearly all actives have a fitted effect of over 60% in size
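Complex of BAZ2B and biotin-H3K14Ac (50 nM apiece) forms over 30 min at RT, then faces library compounds up to 110 uM for another 30 min; AlphaScreen beads added, 20 min dark incubation, luminescence read.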
JMJD2A Tudor inh: inhibitors of human JMJD2A Tudor domain; actives 4.4% (n = 390,000); AlphaScreen JMJD2A-Tudor / H3K4me3 peptide binding; Potency, µM (top dose mostly 114 µM), inactives show at the highest dose activity change, negative = inhibition, usual class: inhibitors; O75164; further: potency means the concentration at half of the fitted maximal effect; on the % scale 0 is the no-effect control and ±100 the full control effect; nearly all actives have a fitted effect of over 50% in size
HP1b chromo inh: blocks HP1-beta chromodomain binding to methylated histone tails; P83916; AlphaScreen HP1-beta / biotin-H3K9me3 peptide binding; Potency, µM (top dose mostly 114 µM), without a hit: top-dose activity change, negative = inhibition, actives largely listed as inhibitors; actives 0.56% (n = 390,000); AID 540317; further: potency means the concentration at half of the fitted maximal effect; nearly all actives have a fitted effect of over 70% in size; inactives centre near 23
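Compound inhibition of the preformed complex between 50 nM HP1-beta and 50 nM biotinylated H3K9me3 peptide was read by AlphaScreen. Buffer was PBS pH 7.4 with 0.01% Tween-20. Incubations ran 30 min at room temperature, with 10 ug/mL donor/acceptor beads.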
G9a inh: G9a (human) methyltransferase inhibition; Q96KQ7; G9a H3K9 monomethylation, AlphaScreen, 2 h; Potency, µM (top dose mostly 102 µM), for the others: at the top dose activity, negative = inhibition, hits mostly inhibitors; actives 8.8% (n = 350,000); AID 504332; further: potency means the concentration at half of the fitted maximal effect; on the % scale 0 is the no-effect control and ±100 the full control effect; nearly all actives have a fitted effect of over 75% in size
Target sequence (Q96KQ7 913-1193 limits assumed): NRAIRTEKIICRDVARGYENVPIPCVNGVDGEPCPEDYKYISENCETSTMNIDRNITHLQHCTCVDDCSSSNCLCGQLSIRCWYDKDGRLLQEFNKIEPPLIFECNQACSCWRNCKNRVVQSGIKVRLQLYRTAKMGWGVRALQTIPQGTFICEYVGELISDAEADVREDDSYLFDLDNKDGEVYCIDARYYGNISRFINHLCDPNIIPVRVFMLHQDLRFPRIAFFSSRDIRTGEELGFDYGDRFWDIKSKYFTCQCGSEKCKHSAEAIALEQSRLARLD
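AlphaScreen read-out: biotin-H3K9 peptide (500 nM) methylation by 20 nM enzyme with 20 uM SAM, 2 h at room temperature after 15 min compound preincubation; anti-monomethyl H3K9 antibody plus donor/acceptor beads, 10 min dark.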
PI4K2A block: blocks human PI4K2A kinase activity; Q9BTU6; purified PI4K2A, ADP-Glo luminescence, 1 h; hits give low values; activity change, negative = inhibition, % at 76.9 µM; actives 0.13% (n = 420,000); in the data active means activity change below about -50%; inconclusive means mostly about -30% to -49%;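 further: -100% = wells without enzyme as full effect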
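ADP-Glo luminescence measured ADP generated by PI4K2A enzyme (4 ug/mL before mixing) with 1.2 mM PI substrate (pre-mix) and 300 microM ATP (pre-mix). Tris pH7.5 buffer with MgCl2, Triton X-100; 1 h reaction at ambient temperature.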
ERG Ets-DNA blk: inhibitors of human ERG Ets domain-DNA interaction. P11308. fluorescence polarization, His-ERG Ets domain / labelled DNA. Potency, µM (top dose mostly 76.9 µM), for the others: at the top dose FP activity, negative = inhibition, usual class: inhibitors. actives 0.028% (n = 370,000). AID 624246; active means well fitted inhibition curve with a large enough effect in the polarisation, with a control signal flat; inconclusive means small, poorly fitted or top-dose-only effect, or effect the other way, or a change in a side signal; inactive means no such curve, though single readings can be large or run the other way; the % refers to the polarisation;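 further: polarization taken with two DNA probes labelled with fluorescein and Texas red; potency means the concentration at half of the fitted maximal effect; % of control where 0% means no effect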
Target sequence (P11308 whole entry, looked up, the tested form may be a part): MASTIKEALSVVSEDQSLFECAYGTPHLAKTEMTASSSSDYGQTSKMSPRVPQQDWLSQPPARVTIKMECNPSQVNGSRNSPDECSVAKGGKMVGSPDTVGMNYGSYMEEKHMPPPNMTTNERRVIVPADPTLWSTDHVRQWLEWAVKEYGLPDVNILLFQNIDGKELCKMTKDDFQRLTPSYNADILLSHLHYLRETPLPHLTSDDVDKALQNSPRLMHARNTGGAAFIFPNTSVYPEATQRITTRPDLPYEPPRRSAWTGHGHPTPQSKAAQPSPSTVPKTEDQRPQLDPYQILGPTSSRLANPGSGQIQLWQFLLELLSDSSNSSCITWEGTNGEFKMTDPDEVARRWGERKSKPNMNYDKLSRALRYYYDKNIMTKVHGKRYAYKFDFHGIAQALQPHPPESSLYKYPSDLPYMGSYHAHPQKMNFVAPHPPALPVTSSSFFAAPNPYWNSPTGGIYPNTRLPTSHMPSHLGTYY
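His-tagged ERG Ets domain (1 uM in the protein solution; 300mM KCl, 50mM Tris-HCl, 1mM EDTA, 1mM DTT, pH 7.5) received compound, then a probe mix of 5 nM fluorescein-DNA and 100nM Texas-615-DNA. Fluorescence polarization was read for both dyes.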
12-LOX inh: blocks human arachidonate 12S-lipoxygenase. P18054. purified 12hLO, xylenol orange hydroperoxide absorbance. Potency, µM (series often up to 108 µM), for inactives: at the highest dose activity change, negative = inhibition, hits mostly inhibitors. actives 1.1% (n = 580,000). AID 1671190; further: potency means the concentration at half of the fitted maximal effect; on the % scale 0 is the no-effect control and ±100 the full control effect
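Hydroperoxide product was detected by ferrous iron/xylenol orange as the 573 to 405 nm absorbance ratio. Arachidonic acid at 40 uM (final) was turned over for 30 min at room temperature by 150 nM human 12hLO, pH 7.0 Hepes buffer, after 15 min compound preincubation.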
GLS inhibitor: inhibitors of human glutaminase (GLS) | O94925 | Potency, µM (top dose mostly 45.5 µM), inactives show top-dose activity change, negative = inhibition, hits mostly inhibitors | GLS enzymatic activity, qHTS titration | actives 0.21% (n = 410,000); further: potency means the concentration at half of the fitted maximal effect; on the % scale 0 is the no-effect control and ±100 the full control effect
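hKGA in 45 mM KH2PO4 pH 8.2, 0.02% Tween-20 with pin-transferred compounds; 1 mM L-glutamine (stock) plus glutamate oxidase/HRP/Amplex Red coupling added. Fluorescence read initially and after 30 min at RT.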
An asterisk follows results filed as active; ? = inconclusive; . = no result given; & = joins results of further samples; [ ] = another dose, or the depositor's remark. Unless noted, the call rests on the fitted dose curve; in most records, active means well fitted curve in the direction sought with a large enough effect; inconclusive means small, poorly fitted or top-dose-only effect, or another doubt; inactive means no such curve, though single readings can be large; an effect the other way counts as inactive or inconclusive.

SMILES	RGS4 inh	BAZ2B inh	JMJD2A Tudor inh	HP1b chromo inh	G9a inh	PI4K2A block	ERG Ets-DNA blk	12-LOX inh	GLS inhibitor
COc1cccc(SCc2noc(C(=O)NCc3ccccc3)c2C(=O)NCc2ccccc2)c1	23%	2%	-12%	21%	35%[59 µM]	-3	13%	-9%	3%
Cc1ccccc1OCc1nnc(SCc2cc(=O)c3cc(F)ccc3[nH]2)n1C	-2%	5%	-9%	24%[57 µM]	-5%[59 µM]	-3	-1%	-28%	-3%
Cc1ccc(NC(=O)C2(c3cccs3)CCOCC2)cc1C	23%	1%	-9%	31%	29%[59 µM]	0	1%	12%	11%
CC(C)(CCc1ccccn1)C(=O)CCCc1ccccn1	-7%	.	0%	12%	.	1	-19%	?	-14%
CCOC(=O)c1c(C)oc2nc(C)nc(NCC3CCN(Cc4ccc(F)cc4)CC3)c12	29%	-5%[57.1 µM]	-21%	34%	-24%[59 µM]	-10	2%	-24%	-10%
CCSc1nnc(-c2cccs2)o1	-11%	8%	14%	24%	17%[12.7 µM]	2	-2%	-9%	1%
CN(C)c1ccc(-c2noc(C3CCN(S(=O)(=O)c4ccc(C(=O)O)cc4)CC3)n2)cc1	-10%	.	-22%	5%	.	-4	-4%	-24%	40%[activator]
CCCC(=O)Nc1nc(CC(=O)OCC)cs1	8%	-9%	-7%	9%	8%[12.7 µM]	0	-9%	66%[activator]	-14%
CCOC(=O)c1ccccc1NC(=O)c1nc2nccc(C)n2n1	-31%	5%	-16%	21%	?	0	-4%	19%	2%
Cc1ccc(NC(=O)CC2OC(=O)c3ccccc32)cc1S(=O)(=O)N1CCCCCC1 (stereo not drawn)	-4%	0%	-16%	27%	?	7	9%	337%[activator]	-8%
O=C(Cc1cccc2ccccc12)N/N=C1\CCCc2ccccc21	-26%	-3%	-1%	50%[activator]	2%[12.7 µM]	4	-6%	-7%	-3%
CNc1cc(CSC)nc(SCc2ccc(Cl)cc2Cl)n1	0%	43%[activator]	-4%	57%[activator]	48%[activator][59 µM]	-2	.	-10%	3%
CCCc1ncc(C(O)(c2ccccc2)c2ccccc2)n1C	2%	-7%	-18%	16%	-3%	1	4%	-9%	-1%
Cc1nn(-c2ccccc2)nc1C(=O)Nc1ccc2c(c1)OCCO2	-6%	4%	8%	39%[activator]	69%[activator]	7	16%	-2%	-5%
CC(C)CC(CO)N1CCN(C(=O)c2ccc(Cl)cc2)CCC1=O (stereo not drawn)	4%	.	-9%	39%	.	1	-3%	4%	2%
O=C(O)CNS(=O)(=O)c1cccc(Cl)c1	-10%[11.4 µM]	-2%	-7%[11.4 µM]	54%[activator]	8%[59 µM]	5	6%	0%	-8%
CCOC(=O)Cn1ncc2c3ccccc3n(CC(=O)OCC)c2c1=O	33%	0%	5%	7%	15%	-7	-4%	7%	1%
O=C(CSc1n[nH]c(-c2ccccc2F)n1)NCC(=O)Nc1ccc(F)c(F)c1F	10%	.	0%	49%[activator]	2%	-2	1%	10%	-6%
CCCn1c(SCc2ccc(C(=O)OC)o2)nc2ccccc2c1=O	-8%	15%	42%[activator]	63%[activator]	47%[activator]	4	-2%	-18%	-2%
Cc1cc(OCC(=O)N(Cc2ccco2)C2CCS(=O)(=O)C2)cc(C)c1Cl (stereo not drawn)	16%	-28%	-20%	-3%	-8%	2	11%	?	7%
CSc1ccccc1NC(=O)CCn1c(=O)sc2ccccc21	-19%	9%	-15%	12%	-12%[2.33 µM]	-2	1%	0%	7%
COc1ccccc1N1CCN(C(CNC(=O)c2ccco2)c2cccnc2)CC1 (stereo not drawn)	0%	4%	-6%	37%	-24%[59 µM]	0	-1%	15%	12%
CCOc1ccc(NC(=O)CN(C)C(=O)c2ccc(C3SCCS3)cc2)cc1OCC	6%	-4%	-16%	30%	5%[0.501 µM]	0	-9%	?	4%
COc1ccc(/C=N/NC(=O)Cc2cccs2)cc1	-6%	-12%	-1%	49%[activator]	19%[59 µM]	2	10%	56%[activator]	-11%
O=C(Nc1ccc(-c2cn3ccccc3n2)cc1)c1ccco1	-13%	-26%	-17%	0%	11%	7	-13%	-3%	9%
CSc1nc2ccccc2n1Cc1c(Cl)cccc1Cl	10%	23%	0%	45%	?	-4	-1%	-20%	-1%
COC(=O)c1cc(Cl)c(NC(=O)c2cc(OC)c(OC)c(OC)c2)cc1OC	-7%	-3%	-3%	22%	-3%	5	-3%	14%	3%
Nc1c(C(=O)NCC2CCCO2)c2nc3ccccc3nc2n1/N=C/c1ccncc1 (stereo not drawn)	-23%[11.4 µM]	.	-13%[11.4 µM]	7%	.	-2	9%	11%	1%
COc1ccc(CN(C)S(=O)(=O)c2nnc(NC(=O)c3cccc(F)c3)s2)cc1	-36%	1%	-10%	37%	6%	-2	-6%	0%	6%
Cc1cccc(NC(=O)c2nnn(CC(=O)Nc3ccc(C(C)C)cc3)c2N)c1C	6%	.	1%	36%	9%[59 µM]	-10	0%	-27%	3%
CCOCN(C(=O)Cn1c(CC(C)C)nc2ccccc21)c1c(C)cccc1CC	-25%	-2%	0%	37%	-34%[59 µM]	4	-1%	-24%	3%
Clc1ccc(OCc2nnc(SCc3nc4ccccc4[nH]3)n2Cc2ccco2)cc1	-12%	-31%	?	-8%	40µM*	-10	-9%	-19%	9%
O=[N+]([O-])c1ccccc1/C=N\N1CCN(Cc2ccccc2Cl)CC1	3%	28µM*	35µM*	?	.	2	1%	140%[activator]	3%
Cc1ccc(C)c(CN2CCC(CNC(=O)CCc3nnc4ccc(N5CCC(C)CC5)nn34)CC2)c1	-4%	-12%	-3%	11%[57 µM]	13%	-1	2%	-15%	-5%
c1ccc(-c2cn(CC3CCCCC3)nn2)cc1	0%	-2%	15%	65%[activator]	-1%	6	8%	0%	-8%
Cc1nnc(N2CCCC(C(=O)NCCc3ccccc3)C2)c2nn(-c3ccccc3)c(C)c12 (stereo not drawn)	37%	-13%	-6%	11%	-5%[59 µM]	-4	3%	19%&-9%	1%
Cc1ccc(C(=O)NC2CCN(C(=O)Nc3ccccc3Cl)CC2)cc1	-29%	-2%	-12%	39%[activator]	-2%	6	-2%	-15%	1%
O=C(NCc1ccccc1Cl)C(=O)NCC(c1cccs1)S(=O)(=O)c1cccs1 (stereo not drawn)	0%	-2%	-5%	26%	-4%[59 µM]	2	-1%	-19%	-10%
CCC(=O)Nc1ccc(-c2ccc(N3CCCCC3)nn2)cc1	-9%	-17%	-4%	34%	8%[59 µM]	2	-4%	16%	-1%
CCc1ccc(-c2cc(C(=O)NN3CCOCC3)c3ccccc3n2)cc1	-31%	-5%	-14%	17%	-1%[12.7 µM]	0	0%	12%	-9%
O=C(N/N=C/c1cccs1)c1cc(-c2ccncc2)nc2ccccc12	0%	-4%	-21%	16%	4%[59 µM]	-1	-6%	15%	2%
CCC1Oc2ccc(C)cc2N(CC(=O)NCc2cccc(OC)c2)C1=O (stereo not drawn)	27%	26%	-32%	31%	-26%[0.0925 µM]	0	-5%	-5%	-4%
O=C(Nc1ccncc1)c1cccc(S(=O)(=O)N2CCCC2)c1	4%	10%	2%	48%[activator]	97%[activator]	-1	-2%	-2%	5%
Cc1nnc(SCC(=O)Nc2nc(-c3ccccc3)cs2)n1N	7%	-14%	0%	37%[activator]	?	-1	-1%	-30%	-5%
COc1ccc(Cl)cc1-n1c(CCC(=O)O)ccc1-c1ccc(C)cc1	-28%	?	-35%	23%	?	4	6%	?	5%
CCCn1c(SC2C(=O)CC(C)(C)CC2=O)nc2c1c(=O)n(C)c(=O)n2C	-6%	?	-5%	73%[activator]	56µM*	-4	.	?	-4%
CCOC(=O)c1cnn(-c2ccccc2)c1-c1ccncc1	24%	-5%	?	35%	-1%	-2	0%	0%	18%
O=[N+]([O-])c1ccc(Oc2ncccn2)cc1	18%	.	-3%	8%	.	-4	10%	-42%	-10%
Cc1ccc(NC(=O)c2noc3c2CCCCC3)cc1	10%	-19%	-4%	13%	2%[59 µM]	-2	-2%	13%	2%
CC(=O)N[C@@H](C)C(=O)N1CCN(S(=O)(=O)c2ccc(Cl)cc2)CC1	-14%	7%	-3%	16%	12%	-21	1%	-12%	5%
CC1(C)N=C(c2cccs2)C(C)(C)N1O	-14%	-14%	-7%	35%	-45%[59 µM]	1	-5%	-1%	10%
Nc1nc2ccc(Cl)cc2o1	12%	.	-7%	18%	.	-3	-4%	-11%	2%
O=C(CCCC(=O)N1CCN(c2cccc(Cl)c2)CC1)c1ccccc1	3%	5%	-8%	60%[activator]	53%[activator]	-2	-6%	7%[57.4 µM]	-1%
COc1ccc(NC(=O)CN2CCN(C(=S)NC3CCCC3)CC2)cc1	2%	-19%	-1%	?	2%	1	-1%	0%	4%
Cc1cccc(NC(=O)COc2cccc3c2CCN(C)C3=O)c1C	7%	1%	-5%	13%	19%	5	-1%	0%	4%

Screens: PubChem BioAssay, National Center for Advancing Translational Sciences (NCATS)

A portion of the library; count on the stated rates, not on these rows.
